Tau fibril ThT: qHTS for Inhibitors of Tau Fibril Formation, Thioflavin T Binding. Microtubule-associated protein tau (Homo sapiens), P10636. recombinant tau K18 P301L, heparin-induced fibrillization, ThT fluorescence. Potency, µM (highest dose often 57.4 µM), for the others: at the top dose activity, negative = inhibition, hits mostly inhibitors. 270,000 tested, 2.1% active; note: % is set by controls: 0 for no effect and ±100 for the full control effect; nearly all actives have a fitted effect of over 55% in size
Target sequence (P10636 561-689 P618L limits assumed): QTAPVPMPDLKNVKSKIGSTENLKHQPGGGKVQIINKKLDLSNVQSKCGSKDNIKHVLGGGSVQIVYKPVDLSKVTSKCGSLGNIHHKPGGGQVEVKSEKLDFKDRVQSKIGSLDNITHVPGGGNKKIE
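K18 P301L tau (15 uM + 0.24 uM Alexa 594-tagged), heparin 20 uM, NaOAc pH 7, 6 h 37 C; ThT 30 uM, 1 h RT, ex 450/em 510 nm.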
RECQ1 helicase: qHTS Assay for Inhibitors of RecQ-Like Dna Helicase 1 (RECQ1); ATP-dependent DNA helicase Q1 (Homo sapiens), P46063; RECQ1 DNA unwinding, red fluorescence kinetic read; Potency, µM (titrated, usually from 57.3 µM), for the others: top-dose activity, negative = inhibition, hits mostly inhibitors; 240,000 tested, 0.54% active;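 note: plate controls were vehicle for no effect and no enzyme for full effect; nearly all actives have a fitted effect of over 30% in size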
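50 nM RECQ1T1 preincubated 15 min with compound in Tris pH 8.0 buffer with MgCl2, DTT, Tween-20 and 2.5 ug/ml poly(dI-dC); started with 200 nM TAMRA/BHQ-2 forked duplex and 2 mM ATP. Unwinding read as fluorescence (525/598 nm), two reads 2 h apart.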
TRb SRC2 PPI: qHTS for Inhibitors of the Interaction of Thyroid Hormone Receptor and Steroid Receptor Coregulator 2. Thyroid hormone receptor beta (Homo sapiens), P10828. TRbeta-SRC2 peptide binding, fluorescence polarization; receptor liganded with 1 µM T3. Potency, µM (series often up to 106 µM), for inactives: top-dose activity change, negative = inhibition, actives largely listed as inhibitors. 280,000 tested, 0.065% active;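 note: plate controls were bound peptide for no effect and peptide without receptor for full effect; nearly all actives have a fitted effect of over 50% in size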
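Assay buffer: 20 mM Tris-HCl, 100 mM NaCl, 10% glycerol, 1 mM EDTA, 0.01% NP-40, 1 mM DTT, 1 uM T3, 5% DMSO; TRb LBD 0.6 uM, Texas Red SRC2 20 nM; FP after 5 hr.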
HTT ATP protect: qHTS Multiplex Assay to Identify Dual Action Probes in a Cell Model of Huntington: Cytoprotection (ATP) | PC12 HTT-Q103 induced, cytoprotection, ATP luminescence, 40 h | Potency, µM (series often up to 56.4 µM), without a hit: cytoprotection (ATP increase), hits mostly activators | 230,000 tested, 0.14% active | AID 1471, 2008;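 note: % of control where 0% means no effect; nearly all actives have a fitted effect of over 45% in size; toxic huntingtin expression switched on by the ecdysone agonist tebufenozide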
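PC12 cells with ecdysone-inducible HTT exon 1 Q103-GFP, induced with 100 nM tebufenozide and co-treated with library compounds in a dose series (1536-well, 1500 cells/well). Cytoprotection read as ATP content by ATPlite luminescence.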
Tau FP inhib: qHTS for Inhibitors of Tau Fibril Formation, Fluorescence Polarization | K18 P301L tau heparin fibrillization, Alexa594 FP, 6 h | Potency, µM (top dose mostly 57.7 µM), for the others: top-dose activity, negative = inhibition, actives largely listed as inhibitors | 280,000 tested, 0.39% active | Microtubule-associated protein tau (Homo sapiens), P10636; note: % is set by controls: 0 for no effect and ±100 for the full control effect; nearly all actives have a fitted effect of over 55% in size
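K18 P301L tau (15 uM unlabeled/0.24 uM Alexa 594-labeled, final) + compound + heparin 20 uM final; 100 mM NaOAc pH 7; 6 hr 37 C; ThT 30 uM final added, 1 hr RT; FP ex 555/em 632 nm.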
TR SRC2 fluor cs: Total Fluorescence Counterscreen for Inhibitors of the Interaction of Thyroid Hormone Receptor and Steroid Receptor Coregulator 2. TRb/SRC2 Texas Red total fluorescence interference. Potency, µM (series often up to 106 µM), inactives show at the highest dose fluorescence change, negative = quenching. 280,000 tested, 0.29% active. AID 1479, 2009; active = well fitted curve in either direction with a large enough effect; inconclusive = small, poorly fitted or top-dose-only effect; note: % is set by controls: 0 for no effect and ±100 for the full control effect
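Human TRβ ligand-binding domain (0.6 uM) and Texas Red SRC2 peptide (20 nM) in Tris buffer with 1 uM T3 and 5% DMSO were incubated with pinned compound for 5 hr at ambient temperature. Total fluorescence was computed as S + 2P (555/632 nm).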
L3MBTL1 block: qHTS Assay for the Inhibitors of L3MBTL1; Potency, µM (highest dose often 57.1 µM), without a hit: at the highest dose activity, negative = inhibition, most hits filed as inhibitors; 230,000 tested, 0.66% active; AID 485360, 2010; Lethal(3)malignant brain tumor-like protein 1 (Homo sapiens), Q9Y468; AlphaScreen L3MBTL1–H3K9me1 peptide binding; note: % is set by controls: 0 for no effect and ±100 for the full control effect; nearly all actives have a fitted effect of over 60% in size
Target sequence (Q9Y468 whole entry, looked up): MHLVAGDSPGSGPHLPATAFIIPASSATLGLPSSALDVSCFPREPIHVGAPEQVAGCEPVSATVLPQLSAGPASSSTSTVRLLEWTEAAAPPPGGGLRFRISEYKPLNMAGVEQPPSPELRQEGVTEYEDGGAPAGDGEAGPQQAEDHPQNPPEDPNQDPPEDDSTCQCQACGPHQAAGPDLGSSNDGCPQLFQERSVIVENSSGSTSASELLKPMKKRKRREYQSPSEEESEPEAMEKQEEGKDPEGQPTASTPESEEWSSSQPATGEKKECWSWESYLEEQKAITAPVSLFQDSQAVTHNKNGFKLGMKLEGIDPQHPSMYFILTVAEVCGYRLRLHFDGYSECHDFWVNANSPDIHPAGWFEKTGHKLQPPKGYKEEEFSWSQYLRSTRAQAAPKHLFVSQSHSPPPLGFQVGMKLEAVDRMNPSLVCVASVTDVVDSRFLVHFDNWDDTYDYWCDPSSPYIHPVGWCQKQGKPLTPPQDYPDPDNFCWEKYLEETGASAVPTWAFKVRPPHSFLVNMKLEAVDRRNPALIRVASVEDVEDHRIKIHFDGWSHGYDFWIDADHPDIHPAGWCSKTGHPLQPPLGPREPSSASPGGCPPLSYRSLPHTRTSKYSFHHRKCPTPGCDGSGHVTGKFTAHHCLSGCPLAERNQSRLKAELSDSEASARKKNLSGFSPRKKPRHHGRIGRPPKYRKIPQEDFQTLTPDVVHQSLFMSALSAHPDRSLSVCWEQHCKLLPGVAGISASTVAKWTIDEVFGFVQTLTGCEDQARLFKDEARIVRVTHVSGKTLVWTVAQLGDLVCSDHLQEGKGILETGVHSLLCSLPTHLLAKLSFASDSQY
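AlphaScreen assay: L3MBTL1 (50 nM final) was preincubated 30 min at room temperature with biotinylated H3(1-15)K9me1 peptide (75 nM final), then 30 min with library compounds; streptavidin donor and nickel chelate acceptor beads (10 ug/mL final) added, 30 min dark.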
Tau fluor cs: Counterscreen qHTS for Inhibitors of Tau Fibril Formation, Fluorescence Polarization. AID 1463, 2008. 280,000 tested, 0.93% active. Potency, µM (doses to about 57.7 µM), for the others: at the top dose activity change, negative = decrease. tau K18 P301L Alexa594 fluorescence, heparin fibrillization; note: % is set by controls: 0 for no effect and ±100 for the full control effect; nearly all actives have a fitted effect of over 55% in size
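Human tau K18 P301L (15 uM unlabeled, 0.24 uM Alexa 594-labeled) in 100 mM sodium acetate pH 7 with 20 uM heparin, 6 hr at 37 C. ThT 30 uM added, 1 hr ambient; Alexa 594 FP and total fluorescence read at 555/632 nm.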
An asterisk follows results filed as active; i = inactive; ? = inconclusive; . = not tested or not shown; & = joins results of further samples; [ ] = dose if it differs, or a comment. Unless noted, calls come from the whole dose curve; as a rule, active = well fitted curve in the direction sought with a large enough effect; inconclusive = small, poorly fitted or top-dose-only effect, or another doubt; inactive = no such curve, though single readings can be large; an effect the other way counts as inactive or inconclusive. Potency is the fitted concentration of half-maximal effect. Not all compounds are listed, so the mix of outcomes need not match the whole.

Start of the listing, in advance, nine compounds:
| compound | Tau fibril ThT | RECQ1 helicase | TRb SRC2 PPI | HTT ATP protect | Tau FP inhib | TR SRC2 fluor cs | L3MBTL1 block | Tau fluor cs |
| --- | --- | --- | --- | --- | --- | --- | --- | --- |
| O=C(CCNS(=O)(=O)c1ccccc1)Nc1ccc(Cl)cc1C(=O)c1ccccc1 | -10% | -11% | 0% | -4%[10 µM] | -16% | -9% | 0% | ? |
| O=C(O)COc1ccccc1/C=C1\C(=O)NC(=O)N(CCC2=CCCCC2)C1=O | ? | i | -2% | 17%[10 µM] | -9% | -1% | -18% | -16% |
| Cc1sc2ncn(CC(=O)N3CCC4(CC3)OCCO4)c(=O)c2c1C | 8% | 0% | 6% | 3% | 7% | 2% | . | 3% |
| CN1C(=O)N(C)C(=O)C(CCc2ccncc2)(CCc2ccncc2)C1=O | -6% | 1% | -4% | 12%[10 µM] | 0% | -1% | 2% | -3% |
| O=C(NC12CC3CC(CC(C3)C1)C2)OC1CN2CCC1CC2 (configuration not stated) | -3% | -7% | -11% | 4%[10 µM] | 0% | 0% | 1% | -5% |
| COc1cc2c(cc1OC)[C@]13CCN4CC5=CCOC6CC(=O)N2[C@@H]1[C@@H]6C5C[C@@H]43 (some centres not stated) | -13% | 1% | -6% | -9%[1.9 µM] | -1% | -1% | . | -17% |
| Cc1ccc2nc(-c3ccncc3)cc(C(=O)N3CCC4(CC3)OCCO4)c2c1 | -4% | -14% | -19% | -9% | -1% | 2% | -1% | 0% |
| C#CC1(O)CCC2C3CCC4=CC(=O)CCC4(C)C3CCC21C (configuration not stated) | -7% | i | 13% | ? | -4% | 0% | . | -9% |
| COc1ccc(/C=C/c2cc(O)cc(O)c2)cc1 | -11% | -6% | -1% | . | -4% | 1% | . | -8% |

The list itself, from the first entry:
| compound | Tau fibril ThT | RECQ1 helicase | TRb SRC2 PPI | HTT ATP protect | Tau FP inhib | TR SRC2 fluor cs | L3MBTL1 block | Tau fluor cs |
| --- | --- | --- | --- | --- | --- | --- | --- | --- |
| O=C(CCNS(=O)(=O)c1ccccc1)Nc1ccc(Cl)cc1C(=O)c1ccccc1 | -10% | -11% | 0% | -4%[10 µM] | -16% | -9% | 0% | ? |
| O=C(O)COc1ccccc1/C=C1\C(=O)NC(=O)N(CCC2=CCCCC2)C1=O | ? | i | -2% | 17%[10 µM] | -9% | -1% | -18% | -16% |
| Cc1sc2ncn(CC(=O)N3CCC4(CC3)OCCO4)c(=O)c2c1C | 8% | 0% | 6% | 3% | 7% | 2% | . | 3% |
| CN1C(=O)N(C)C(=O)C(CCc2ccncc2)(CCc2ccncc2)C1=O | -6% | 1% | -4% | 12%[10 µM] | 0% | -1% | 2% | -3% |
| O=C(NC12CC3CC(CC(C3)C1)C2)OC1CN2CCC1CC2 (configuration not stated) | -3% | -7% | -11% | 4%[10 µM] | 0% | 0% | 1% | -5% |
| COc1cc2c(cc1OC)[C@]13CCN4CC5=CCOC6CC(=O)N2[C@@H]1[C@@H]6C5C[C@@H]43 (some centres not stated) | -13% | 1% | -6% | -9%[1.9 µM] | -1% | -1% | . | -17% |
| Cc1ccc2nc(-c3ccncc3)cc(C(=O)N3CCC4(CC3)OCCO4)c2c1 | -4% | -14% | -19% | -9% | -1% | 2% | -1% | 0% |
| C#CC1(O)CCC2C3CCC4=CC(=O)CCC4(C)C3CCC21C (configuration not stated) | -7% | i | 13% | ? | -4% | 0% | . | -9% |
| COc1ccc(/C=C/c2cc(O)cc(O)c2)cc1 | -11% | -6% | -1% | . | -4% | 1% | . | -8% |
| Cc1ccc(-n2ncc(C(=O)N3CCN(c4ccc(Cl)cc4)CC3)c2C2CCN(C(=O)OC(C)(C)C)CC2)c(C)c1 | ? | . | 8% | . | 1% | -6% | . | -12% |
| O=C(O)CCn1cc(C=C2C(=O)NC(=S)NC2=O)c(-c2ccccc2)n1 | 7% | i | 7% | 4% | 7% | -1% | ? | 5% |
| COC12C(COC(N)=O)C3=C(C(=O)C(C)=C(N)C3=O)N1CC1C2N1C (configuration not stated) | . | -20% | 8% | -27%[10 µM] | -9% | -2% | . | ? |
| CC(C)(C)c1ccc(CN2C(=O)CN=C(c3ccccc3)c3ccccc32)cc1 | -11% | i | 5% | -80%[inhibitor] | 2% | 1% | 6% | -3% |
| O=C(Oc1ccccc1)N(c1ccccc1)c1ccccc1 | -23% | i | 0% | -6%[10 µM] | 2% | -3% | 58%[activator] | -27% |
| COc1ccc(C(C)=O)cc1CC(C(=O)c1ccc(Br)cc1)N(C)C (configuration not stated) | -10% | -9% | 7% | -7%[10 µM] | 11% | -8% | -10% | -4% |
| C/C=C/C/C=C/CCC(=O)[C@H]1O[C@H]1C(N)=O | ? | -7% | . | -201%[inhibitor] | ? | 2% | . | -19% |
| COc1cc(C(c2c(O)c3ccccc3oc2=O)c2c(C)n(C)n(-c3ccccc3)c2=O)ccc1O (configuration not stated) | ? | 0% | -9%&-1% | -3%[10 µM] | -3%&-11% | -1%&-2% | 0% | -22%&-10% |
| CCOC(=O)c1c(N)n(Cc2ccco2)c2nc3ccccc3nc12 | ? | -8% | -7% | -13% | -6% | -4% | -2% | -20% |
| CCOc1ccc2oc(C(=O)NN3C(C)CCCC3C)c(C)c2c1 (configuration not stated) | -6% | i | 7% | 1%[10 µM] | 5% | -7% | ? | 5% |
| O=C1NC(=O)C(CCc2ccncc2)(CCc2ccncc2)C(=O)N1Cc1ccccc1 | 3% | i | 5% | 0%[10 µM] | -1% | -1% | 11% | 2% |
| CCn1c(=O)cc(SCC(=O)N2CCC3(CC2)OCCO3)c2ccccc21 | -13% | 9% | 1% | -9% | 6% | -1% | -1% | -5% |
| c1ccc(N=NNc2ccccc2)cc1 | . | -9% | 5%[201 µM] | -65%[inhibitor] | . | 1%[201 µM] | . | . |
| Cc1ccc(CN2C(=O)CN=C(c3ccccc3)c3ccccc32)cc1 | -7% | -2% | -7% | 20%[10 µM] | 6% | 0% | 4% | -5% |
| O=C(c1cc(C(=O)NCc2ccccc2)c(=O)n(Cc2ccccc2)c1)c1cc(Br)ccc1O | 11% | 1% | 3% | 3%[10 µM] | 2% | 1% | -5% | 9% |
| O=C(c1ccc2c3c(cccc13)CC2)C1CCCN(Cc2ncc[nH]2)C1 (configuration not stated) | -16% | -13% | 7%[53 µM] | 7%[10 µM] | 0% | -3%[53 µM] | -6% | -11% |
| CCN1CCN(c2ccc([N+](=O)[O-])cc2C#N)CC1 | -4% | -7% | 7% | -47%[inhibitor] | -7% | -2% | . | 1% |
| Cc1cccc(N(C)S(=O)(=O)c2cc(-c3cnc(C4CC4)o3)ccc2C)c1 | ? | . | -7% | . | 7% | 1% | . | -6% |
| Cc1cc(C=C2C(=O)NC(=O)NC2=O)c(C)n1-c1cccnc1 | -13% | 3% | -2% | -15%[10 µM] | -8% | -6% | . | -3% |
| Cc1nn(C2CCOC(C)(C)C2)c2c1C(c1ccc3c(c1)OCO3)SCC(=O)N2 (configuration not stated) | -12% | -7% | -12% | -10% | -3% | 0% | 3% | -12% |
| CC(C)C(=O)N1CCN(CCN=Cc2c(O)n(C)c(=O)n(C)c2=O)CC1 | -12% | -16% | -8% | -35% | 0% | -3% | 12% | 0% |
| Cc1ccc(N2C(=O)NC(=O)/C(=C/c3ccoc3)C2=O)cc1 | . | 13µM* | 3% | 42%[10 µM] | -12% | 25% | . | -14% |
| BrCC1C[n+]2c(SCc3ccccc3)nc3sc4c(c3c2O1)CCCC4 (configuration not stated) | ? | -7% | -3% | -11%[10 µM] | 1% | -2% | -10% | -17% |
| Cc1ccc(N2C(=O)NC(=O)/C(=C\C=C\c3ccco3)C2=O)cc1 | . | ? | -6% | -30%[10 µM] | 13µM* | 10% | . | ? |
| COC(=O)C1C(OC(=O)c2ccccc2)CC2CCC1N2C (configuration not stated) | -1%&3% | -7%&-1% | -2%&-1% | 10% | ? | 0%&1% | 0%&12% | -6%&8% |
| CCCCn1c(O)c(C(=O)/C=C/c2ccc3c(c2)OCO3)c(=O)[nH]c1=O | . | i | -13% | 13%[10 µM] | 2% | -4% | . | -4% |
| Cn1c2ccccc2c2c(C(=O)N3CCC4(CC3)OCCO4)cn(C3CCCCC3)c(=O)c21 | -15% | -4% | 6% | 6%[10 µM] | 4% | 0% | . | -8% |
| Cc1ccc2c(c1)CC1(CN2C)C(=O)NC(=O)N(c2cc(C)ccc2C)C1=O (configuration not stated) | ? | -10% | -7% | -7% | -17% | 0% | 0% | -20% |
| CCOc1ccc(C2CC(c3c(O)n(C)c(=O)n(C)c3=O)=NN2)cc1 (configuration not stated) | ? | 8% | -4% | -58%[inhibitor][10 µM] | 2% | -2% | -13% | -18% |
| C[N+](=O)[O-] | . | -1% | 8% | -3% | . | 0% | . | . |
| CN1CCC(OC(=O)C2c3ccccc3Oc3ccccc32)CC1 | -7% | 0% | 0% | 0% | -4% | -1% | -2% | -9% |
| CC(=O)Nc1cc(C(=O)N2CCC3(CC2)OCCO3)ccc1S(=O)(=O)c1ccc(Cl)cc1 | -8% | -7% | 0% | -10% | 2% | -8% | . | -3% |
